Compound activity (PubChem)
Mito fusion yeast: blocks mitochondrial division or promotes mitochondrial fusion | S. cerevisiae fusion-defective mutant growth rescue, CellTiterGlo 48 h | Potency, µM (series often up to 46.1 µM), without a hit: at the highest dose growth rescue (activation), hits mostly activators | 320,000 tested, 0.23% active | AID 485298;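 further: potency means the concentration at half of the fitted maximal effect; % of control where 0% means no effect; nearly all actives have a fitted effect of over 45% in size; temperature-sensitive fusion mutants such as fzo1-1 at 37 °C on non-fermentable ethanol glycerol medium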
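Yeast fusion mutant, YPEG (non-fermentable carbon), compound, 48 h at 37C non-permissive; CellTiterGlo added, 10 min RT, luminescence read. Rescued growth = division inhibition.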
S-ASM inh: blocks human secretory acid sphingomyelinase; placental ASM, HMU-PC fluorogenic substrate, 60 min; Potency, µM (top dose mostly 57.5 µM), inactives show at the top dose activity change, negative = inhibition, hits mostly inhibitors; 340,000 tested, 0.006% active; AID 504937; further: potency means the concentration at half of the fitted maximal effect
Target sequence (P17405 47-631 limits assumed): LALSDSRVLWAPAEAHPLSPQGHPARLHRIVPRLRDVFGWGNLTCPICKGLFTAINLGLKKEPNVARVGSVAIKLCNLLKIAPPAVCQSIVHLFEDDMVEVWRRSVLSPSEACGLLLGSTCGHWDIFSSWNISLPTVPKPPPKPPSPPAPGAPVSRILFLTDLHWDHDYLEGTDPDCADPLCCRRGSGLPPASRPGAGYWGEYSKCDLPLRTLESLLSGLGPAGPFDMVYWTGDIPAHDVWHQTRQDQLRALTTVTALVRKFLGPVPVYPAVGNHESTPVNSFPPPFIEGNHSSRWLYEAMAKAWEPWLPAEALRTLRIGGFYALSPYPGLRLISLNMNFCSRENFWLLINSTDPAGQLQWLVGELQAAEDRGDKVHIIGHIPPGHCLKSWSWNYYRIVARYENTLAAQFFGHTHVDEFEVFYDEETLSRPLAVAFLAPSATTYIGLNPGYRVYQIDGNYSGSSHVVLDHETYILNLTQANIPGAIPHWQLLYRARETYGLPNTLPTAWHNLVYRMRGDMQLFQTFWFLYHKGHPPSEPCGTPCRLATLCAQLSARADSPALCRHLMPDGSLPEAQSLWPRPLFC
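Steps: dispense placental human ASM, pin compound, wait 10 min at room temperature, add HMU-PC0 substrate at 9 uM final, incubate 60 min at 37 °C, add stop solution raising pH to 10, read fluorescence.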
TSG101-PTAP inh: blocks PTAP/TSG101 interaction to inhibit HIV-1 budding | Q99816 | Fluorescence polarization, FITC-PTAP peptide / Tsg101 binding | Potency, µM (top dose mostly 115 µM), for inactives: top-dose activity change, negative = inhibition, usual class: inhibitors | 340,000 tested, under 10 active | AID 493005; active means well fitted inhibition curve with a large enough effect in the main read-out, with a control signal flat, not every such curve was filed as active; inconclusive means small, poorly fitted or top-dose-only effect, or effect the other way, or a change in a side signal; inactive means no such curve, though single readings can be large or run the other way; further: potency means the concentration at half of the fitted maximal effect; % of control where 0% means no effect
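Steps: Tsg101 binding domain dispensed (10 uM final), compounds pinned in DMSO, FITC-labeled PTAP-motif peptide added (50 nM final); after 20 min binding at room temperature, polarization measured.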
TSHR antag: human thyrotropin receptor antagonism; TSHR-expressing cells, TSH-stimulated cAMP HTRF, 2 h; active compounds read low; AID 504810; 330,000 tested, 0.2% active; P16473; activity change, negative = inhibition, % at 11.5 µM;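 active means activity change below a set negative limit, meaning inhibition stronger than a set level, cut at about -70% in these data; inconclusive means activity change between two set negative limits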; further: on the % scale 0 is the no-effect control and ±100 the full control effect
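TSHR-expressing cells, 200/well, pre-treated with compound, then stimulated with EC80 TSH (4nM final) for 2 hours at 37 deg C. cAMP measured by competitive HTRF: anti-cAMP cryptate antibody in lysis buffer plus cAMP-d2, read after 30 minutes at room temperature.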
A-T KAP1 phos: potential ataxia-telangiectasia treatment; […] A-T fibroblasts, KAP-1 phosphorylation AlphaLISA; neocarzinostatin DNA damage 30 min before lysis; Potency, µM (top dose mostly 57.5 µM), for the others: at the top dose activation, actives largely listed as activators; 320,000 tested, 0.19% active; AID 485349; further: potency means the concentration at half of the fitted maximal effect; % of control where 0% means no effect; nearly all actives have a fitted effect of over 45% in size
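hTERT-immortalized A-T patient fibroblasts ([…]), 500 cells/well in OPTI-MEM, 1% FBS, got compounds for 60 min, then NCS for 30 min at 37C. Lysates were then assayed for phospho-KAP-1 by AlphaLISA (anti-pKAP1 donor, anti-KAP1 acceptor beads), 6 hr at 25C.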
ELG1 DNA repair: blocks ELG1-dependent DNA repair in HEK293T cells; HEK293T ELG1-luciferase reporter, luminescence, 16 h; DNA damage induced by 5-fluorouridine; Potency, µM (series often up to 46.1 µM), without a hit: at the highest dose activity change, negative = inhibition, actives largely listed as inhibitors; 330,000 tested, 2.3% active; further: potency means the concentration at half of the fitted maximal effect; on the % scale 0 is the no-effect control and ±100 the full control effect; nearly all actives have a fitted effect of over 55% in size
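HEK293T cells expressing luciferase-tagged ELG1 (2,000/well) received 5-Fluorouridine plus compound or DMSO for 16 hr at 37 °C. Luciferase was read by ONE-Glo luminescence after 30 min at room temperature.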
Integrin act MD: integrin-mediated muscular dystrophy alleviation activation; alpha7betagal myoblasts, beta-gal FDG fluorescence, 48 h; Potency, µM (top dose mostly 38.3 µM), for inactives: top-dose activation, most hits filed as activators; 350,000 tested, 0.064% active;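 further: potency means the concentration at half of the fitted maximal effect; 100% = response of the positive control SU9516; nearly all actives have a fitted effect of over 60% in size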
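alpha7betagal+/- myoblasts (passage 13, 250/well) treated 48 h at 37C with compounds at 1:260 dilution of DMSO stock. Lysed, then beta-galactosidase activity read as FDG fluorescence (ex 480/em 540) after 30 min, with pre-read for autofluorescence.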
Tb PFK block: T. brucei PFK enzyme inhibition | O15648 | T. brucei PFK, ADP-Glo luminescence | Potency, µM (series often up to 57.5 µM), inactives show at the top dose activity, negative = inhibition, actives largely listed as inhibitors | 330,000 tested, 0.17% active;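 further: potency means the concentration at half of the fitted maximal effect; 0% = uninhibited 1x PFK enzyme wells and -100% = no-enzyme wells; nearly all actives have a fitted effect of over 60% in size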
Target sequence (O15648 whole entry, looked up): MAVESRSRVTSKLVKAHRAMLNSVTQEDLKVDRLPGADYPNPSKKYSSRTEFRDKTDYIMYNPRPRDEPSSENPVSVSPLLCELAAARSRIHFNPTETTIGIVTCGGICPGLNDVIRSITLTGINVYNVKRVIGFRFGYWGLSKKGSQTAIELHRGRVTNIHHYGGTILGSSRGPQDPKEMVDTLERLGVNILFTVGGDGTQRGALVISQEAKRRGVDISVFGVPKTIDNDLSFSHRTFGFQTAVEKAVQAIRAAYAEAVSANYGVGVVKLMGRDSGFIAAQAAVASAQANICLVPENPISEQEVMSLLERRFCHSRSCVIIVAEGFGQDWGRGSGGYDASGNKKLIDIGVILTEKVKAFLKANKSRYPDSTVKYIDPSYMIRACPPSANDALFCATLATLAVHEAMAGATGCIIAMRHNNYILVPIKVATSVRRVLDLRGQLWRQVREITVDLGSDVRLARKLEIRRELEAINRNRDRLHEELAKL
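In TEA buffer at pH 8.0 with 5 mM MgCl2, enzyme (1.25 nM) converted F6P (0.5 mM) and ATP (0.1 mM) for 45 min at room temperature. ADP product was read by luciferase luminescence.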
TCR act: activators of T cell receptors | primary human leukocytes, anti-CD3, IL-2 HTRF, 48 h | Potency, µM (highest dose often 9.22 µM), inactives show at the top dose activation of IL-2 secretion, usual class: activators | 330,000 tested, under 10 active; further: % of control where 0% means no effect
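TCR engagement came from a-CD3 beads alone, with compounds added to primary human leukocytes for 48 hr. Secreted IL-2 bridged europium cryptate- and d2-labelled anti-IL-2 antibodies, giving FRET emission at 665nm after 320nm excitation.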
Chronic BCR inh: blocks chronic active B-cell receptor signaling; Potency, µM (titrated, usually from 46.1 µM), for inactives: at the top dose ratio change, negative = lower green/red ratio, most hits filed as inhibitors; ABC-DLBCL IkBa-CBG/CBR reporter, luminescence ratio, 4 h; 340,000 tested, 0.05% active; AID 493014; active means well fitted inhibition curve with a large enough effect in the signal ratio, with a control signal flat, not every such curve was filed as active; inconclusive means small, poorly fitted or top-dose-only effect, or effect the other way, or a change in a side signal; the % refers to the signal ratio;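 further: potency means the concentration at half of the fitted maximal effect; plate controls were basal doxycycline-induced cells for no effect and cells given 10 µM MG132 for full effect; MG132 reads +100%, hits lower the ratio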
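Concentration-response series (up to 46 uM) were applied to TMD8 dual-reporter cells for 4 h at 37C with doxycycline. Green/red ratio, after filter-overlap correction, defined %Activity; red signal alone was normalised to basal cells and zero luminescence.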
Eya2 phos inh: inhibitors of human Eya2 phosphatase activity; O00167; Potency, µM (highest dose often 76.9 µM), for the others: at the top dose activity, negative = inhibition, usual class: inhibitors; AID 488837; recombinant Eya2, OMFP fluorescence dephosphorylation (OMFP is methylfluorescein phosphate); 330,000 tested, 0.006% active; further: potency means the concentration at half of the fitted maximal effect; on the % scale 0 is the no-effect control and ±100 the full control effect
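Eya2 (0.2 uM) preincubated 10 min at ambient with compound, then OMFP substrate added at 50 uM; 10 min reaction in 50 mM HEPES pH 7.5, 50 mM NaCl, 5 uM MgCl2, 0.05% BSA, 1 mM DTT. Fluorescence read at Ex 485/Em 525 nm.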
An asterisk follows results filed as active; ? = inconclusive; / = not tested or not shown; [ ] = another dose, or the depositor's remark. Unless noted, the call rests on the fitted dose curve; in most records, active means well fitted curve in the direction sought with a large enough effect; inconclusive means small, poorly fitted or top-dose-only effect, or another doubt; inactive means no such curve, though single readings can be large; an effect the other way counts as inactive or inconclusive.

SMILES	Mito fusion yeast	S-ASM inh	TSG101-PTAP inh	TSHR antag	A-T KAP1 phos	ELG1 DNA repair	Integrin act MD	Tb PFK block	TCR act	Chronic BCR inh	Eya2 phos inh
CS(=O)(=O)Nc1ccccc1C(=O)N1CCCC1	-1.9%	-0.6%	0.4%	11.4	-1.6%	0.7%	5.8%	-3.5%	3.3%	-20.7%	24.6%
CCNc1nc(NCC)nc(OCCOC(=O)Nc2ccccc2)n1	-0.2%	-1.7%	-2.1%	2.8	5.1%	-9.5%	7.3%	-2.4%	3.1%	-2.0%	8.5%
CCCCC[C@]12Cc3ccccc3C(O1)C1=C(CC(C)(C)CC1=O)O2	-2.8%[9.22 µM]	/	/	/	4.2%[11.5 µM]	/	/	1.8%[11.5 µM]	/	0.5%[9.22 µM]	-3.2%[15.4 µM]
O=S(=O)(c1ccccc1F)N1CCc2ccccc2C1	3.4%	-2.2%	-7.4%	45.4	22.2%	-7.8%	-19.8%	-5.4%	2.0%	-2.0%	3.6%
CCOC(=O)C1CCN(C(=O)COc2ccc(Br)cc2)CC1	5.5%	-2.0%	-2.9%	-9.6	1.5%	-5.5%	-26.9%[7.66 µM]	-2.3%	-0.3%	?	1.1%
COc1ccc(OC)c(CN(CCCN2CCOCC2)C(=O)Nc2ccccc2)c1	-4.4%	-1.1%	-2.7%	3.9	/	11.9%	-13.9%	-0.9%	9.3%[46.1 µM]	?	-6.3%
O=C(Nc1cccc2cccnc12)c1cccc([N+](=O)[O-])c1	4.2%	-7.2%	-9.3%	3.0	26.0%	?	-5.0%	0.7%	-8.0%	-0.6%	-7.3%
CS(=O)(=O)N(CC(=O)N1CCCCC1)c1ccc2c(c1)OCO2	-3.5%	3.5%	-0.1%	12.5	-6.1%	-1.0%	15.2%	-5.8%	/	6.6%	10.3%
COc1ccccc1N1CCN(C(=O)CSc2nnc3n2C(C)(C)Cc2ccccc2-3)CC1	-1.1%	3.3%	-5.8%	-30.4	3.1%	9.2µM*	-32.5%	-1.5%	10.2%	2.6%	-8.3%
CCOC(=O)CN1C(=O)C(=O)N(Cc2c(C)cc(C)cc2C)C1=O	-8.5%	-0.9%	1.2%	2.9	-7.4%	10.0%	-15.8%	-1.1%	0.6%	0.5%	12.7%
Cn1c(=O)c2c(nc(CN3CCC(C(N)=O)CC3)n2Cc2ccccc2F)n(C)c1=O	-0.3%	3.5%	-4.9%	-9.5	9.9%	0.8%	9.3%	-2.5%	/	?	7.6%[15.4 µM]
Cc1ccc2nc(-c3ccncc3)cc(C(=O)NCCc3ccc(F)cc3)c2c1	2.9%	6.7%	0.0%	-2.3	6.7%	11.2%	-6.3%	-10.7%	9.9%	-1.5%	4.3%
Cc1ccc(Sc2c([N+](=O)[O-])ncn2C)cc1	-5.5%	28.8%	-0.8%	-3.7	-7.4%	-2.8%	-35.1%	-0.4%	8.2%	-13.2%	0.8%
Cc1ccc(NC(=O)CCn2cccc2)cc1C	0.0%	0.9%	-3.1%	-2.6	/	25.5%	-8.6%	-6.5%	3.3%	?	5.8%
COc1cccc(C(=O)Nc2cc(NC(=O)c3ccco3)ccc2OC)c1	11.5%	-3.0%	-2.8%	1.3	5.2%	?	-12.0%	-6.8%	-1.2%	?	-9.2%
CC(=O)c1ccc(N2CCN(CC(=O)NCc3ccccc3)CC2)cc1	-1.2%	-0.9%	-3.5%	-4.3	10.0%	-4.2%	6.9%	-0.8%	4.2%	2.5%	-12.9%
O=C(NCCCO)C(=O)NCc1ccncc1	-9.1%	1.2%	1.6%	2.9	-2.3%	-5.9%	?	-1.4%	2.7%	-22.4%	13.4%
S=C(NCc1ccccc1)N1CCN(c2ccccc2)CC1	0.0%	1.8%	-3.3%	10.6	0.9%	-4.6%	-12.6%	-4.2%	/	-0.2%	-6.1%
O=C(CSc1nc2[nH]c(=O)cc(O)c2s1)Nc1nccs1	-9.1%	1.2%	-0.4%	26.6	5.7%	-10.9%	4.6%	0.0%	-1.7%	?	-1.4%
CCOc1ccc(CNC(=O)NS(=O)(=O)c2ccc(OC)cc2)cc1	-1.0%	5.2%	0.2%	-10.9	-8.4%	14.8%	17.5%	3.7%	1.7%	3.1%	23.9%
CN(C)S(=O)(=O)Oc1ccsc1C(=O)Nc1ccc(C(F)(F)F)cc1	-0.5%	-4.2%	0.2%	11.6	19.0%	0.0%	-8.1%	2.6%	-0.7%	?	-0.5%
CN(Cc1cnccn1)Cc1cn(Cc2ccccc2)nc1-c1ccc2c(c1)OCO2	1.4%	1.5%	-3.1%	1.6	4.0%	-1.5%	0.3%	-1.9%	-3.2%	?	4.7%
CCOC(=O)C1CCN(c2c(N(C)Cc3ccco3)c(=O)c2=O)CC1	-2.6%	-3.7%	-3.1%	-4.3	4.5%	17.5%	-12.7%	-3.5%	2.7%[46.1 µM]	0.9%	5.3%
Cc1ccc(CNC(=O)c2ccc(N(C)S(=O)(=O)c3ccccc3)cc2)cc1	-2.6%	-0.8%	-1.9%	-4.7	-1.2%	-10.4%	11.8%	3.8%	1.7%	-8.3%	9.7%
CC(=O)Oc1ccc(N(C(C)=O)S(=O)(=O)c2cccs2)cc1	8.6%	3.6%	/	35.9	8.6%	-8.3%	-10.3%	-9.6%	/	-2.1%	12.1%
Cc1nc2sc(C(c3cccc(F)c3)N3CCC(C)CC3)c(O)n2n1 (stereo not given)	4.5%	2.0%	-10.2%	12.0	2.1%	0.9%	-4.6%	-11.9%	-9.9%	?	9.8%
CCOc1ccc(NC(=O)CN(C)C(=O)CCNC(=O)c2ccc(Br)cc2)cc1OCC	-2.8%	-1.4%	1.5%	4.1	4.4%	14.8%	-10.5%	-2.4%	0.1%	-16.6%	-16.1%
Cc1ccc(OCCC(=O)NNC(=O)c2ccc(Br)cc2)cc1	/	0.8%	-1.6%	-1.5	2.0%	9.4%	-10.4%	1.7%	-5.7%	0.7%	-22.0%
O=C(Nc1ccc(F)cc1)Nc1cc(OCC(F)(F)F)cc(OCC(F)(F)F)c1	-0.1%	-2.4%	34.4%[activator]	-37.1	20.4%	-0.2%	-51.4%[inhibitor]	4.6%	-5.9%[46.1 µM]	?	-9.6%
NC(=O)c1c(NC(=O)c2ccccc2Cl)sc2c1CCC2	0.7%	-2.7%	-0.1%	-13.3	-2.3%	?	0.0%	-0.9%	/	-10.3%	-14.6%
O=C(NC1CCCC1)c1cnn2c(C(F)(F)F)cc(-c3ccco3)nc12	8.3%	43.2%[activator]	/	-2.2	1.7%	-15.2%	-32.1%	-0.3%	/	29.1%	8.1%
CC(NCc1ccccc1)c1ccccc1O (stereo not given)	-2.9%	2.7%	0.4%	1.8	6.5%	-5.9%	1.3%	2.5%	4.0%	-14.9%	-6.0%
CCC(C(=O)NC1CCCCC1)n1c(SCc2cccc(C)c2)nc2ccncc21 (stereo not given)	4.0%	-3.4%	0.7%	-0.2	18.9%	3.5%	1.3%	-7.4%	-5.7%	-4.2%	-0.2%
O=C1c2ccccc2C(Nc2cccnc2)N1Cc1ccccc1Cl (stereo not given)	5.5%	4.0%	-0.3%	5.1	1.2%	21.3%	12.2%	-14.2%	-2.2%	?	-6.1%
COc1ccc(N=C2SC(CC(=O)Nc3ccccc3)C(=O)N2CCc2ccccn2)cc1 (stereo not given)	3.2%	-27.8%	-1.3%	3.6	-8.4%	?	-0.2%	1.1%	0.9%[46.1 µM]	0.6%	3.0%
CC1(C)CC(=O)c2cc(OCC(=O)NCCN3CCOCC3)ccc2O1	-2.0%	187.5%[activator]	-3.2%	17.5	4.5%	-1.3%	-1.0%	0.8%	-0.9%	6.9%	-12.7%
CCC(Cc1ccccc1)NC(=O)C1CCN(S(=O)(=O)c2c(C)noc2C)CC1 (stereo not given)	-1.5%	-0.8%	0.3%	34.2	8.9%	-11.1%	-13.5%	0.6%	-10.8%	-3.6%	-1.1%
O=C(COC(=O)CNC(=O)c1cccc([N+](=O)[O-])c1)Nc1cccc(S(=O)(=O)N2CCCCC2)c1	-5.5%	-3.9%	-2.9%	1.9	-6.4%	3.2%	16.2%	8.1%	5.2%[46.1 µM]	2.8%	-3.4%
